MITF inh: MITF inhibitors, primary screen, biochemical, AlphaScreen, human | hit rate 0.91% among 650,000 | Microphthalmia-associated transcription factor (Homo sapiens), O75030 | AlphaScreen MITF homodimerization, bead proximity signal | AID 1259374, 2018 | inhibition, % at 2.6 µM; in the data active = inhibition above about 50%;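 note: 0% = vehicle wells with protein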
Target sequence (O75030 whole entry, looked up): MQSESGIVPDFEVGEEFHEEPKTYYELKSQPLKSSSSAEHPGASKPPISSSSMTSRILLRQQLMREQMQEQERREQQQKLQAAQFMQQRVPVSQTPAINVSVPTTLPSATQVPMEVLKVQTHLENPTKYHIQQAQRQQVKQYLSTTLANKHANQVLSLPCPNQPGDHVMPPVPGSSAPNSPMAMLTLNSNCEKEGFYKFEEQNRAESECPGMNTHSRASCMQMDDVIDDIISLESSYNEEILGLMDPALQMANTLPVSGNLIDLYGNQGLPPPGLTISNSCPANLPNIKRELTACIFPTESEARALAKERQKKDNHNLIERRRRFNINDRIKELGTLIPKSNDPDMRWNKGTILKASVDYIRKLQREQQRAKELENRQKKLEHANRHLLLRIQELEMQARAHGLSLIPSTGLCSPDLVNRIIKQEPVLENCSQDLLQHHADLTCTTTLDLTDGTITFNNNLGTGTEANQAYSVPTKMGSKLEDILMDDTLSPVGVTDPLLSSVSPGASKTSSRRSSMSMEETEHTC
TEAD-YAP block: TEAD-YAP interaction inhibition, primary screen, TEAD-YAP interaction inhibitor project, luminescence, HEK-TIYL cells | AID 1259422, 2018 | inhibition, % at 9.12 µM | TEAD-Gal4/YAP UAS-luciferase luminescence | hit rate 1.4% among 640,000; in the data active = inhibition above about 32%;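 note: 0% = median of test compound wells and 100% = reference inhibitor wells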
FBW7 act: FBW7 E3 ligase activators, primary screen, biochemical, AlphaScreen, human | AID 1259310, 2017 | normalized activity (activation), % at 26.1 µM | AlphaScreen FBW7–phospho-cyclin E peptide binding, activator screen | hit rate 0.13% among 650,000; in the data active = normalized activity above about 1.9%;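 note: purified mutant Fbw7 with reduced substrate affinity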
GPR151 ag: activators of human GPR151, primary screen, cell-based, PathHunter beta-arrestin, luminescence | PathHunter beta-arrestin GPR151 cells | activation, % at 11.2 µM | hit rate 1% among 650,000; in the data active = activation above about 4.9%;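 note: 0% = median of compound wells and 100% = cells with positive control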
Target sequence (Q8TDV0 whole entry, looked up): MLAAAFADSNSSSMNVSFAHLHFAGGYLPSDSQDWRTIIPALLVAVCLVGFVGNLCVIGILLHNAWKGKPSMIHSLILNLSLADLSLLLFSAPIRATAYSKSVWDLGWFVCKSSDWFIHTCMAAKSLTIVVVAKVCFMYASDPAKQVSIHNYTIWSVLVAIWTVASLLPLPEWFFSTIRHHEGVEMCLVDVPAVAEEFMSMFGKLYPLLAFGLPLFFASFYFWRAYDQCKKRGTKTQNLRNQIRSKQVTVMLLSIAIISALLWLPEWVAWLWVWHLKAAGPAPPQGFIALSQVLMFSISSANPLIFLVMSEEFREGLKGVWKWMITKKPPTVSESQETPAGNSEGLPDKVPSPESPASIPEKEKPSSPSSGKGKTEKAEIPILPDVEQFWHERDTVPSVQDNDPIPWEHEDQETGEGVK
An asterisk follows results filed as active; & = joins results of further samples.

SMILES	MITF inh	TEAD-YAP block	FBW7 act	GPR151 ag
CC(C)(C)OCC(NC(=O)C(CC(N)=O)NC(=O)OC(C)(C)C)C(=O)OC(C)(C)C (stereo unspecified)	8	8	0.2	0.2
O=[N+]([O-])c1cccc(C=NCc2ccccc2)c1	4	1	0.6	-1.4
C=CCNC(=O)C(C)N(c1ccc(OC)cc1)S(C)(=O)=O (stereo unspecified)	14	6	0.0	-0.7
Cc1ccccc1C(=O)Nc1nc(-c2ccc(Cl)cc2)cs1	2	-24	-0.1	-0.2
CCCCNS(=O)(=O)c1cccc([N+](=O)[O-])c1	-6	5	0.0	-0.6
CCOC(=O)Cn1c(O)c(N=NC(=O)c2ccc(/C=N/O)nc2)c2ccccc21	21	4	0.0	-1.5
CCNC(=S)NNC(=O)c1ccncc1	16&-6	2&-5	0.5&0.0	2.4&1.7
O=C(CSc1nc2ccccc2c(=O)n1CCCC(=O)N1CCN(c2ccccc2)CC1)NC1CCCCC1	8	2	0.1	1.2
O=C1N(Cc2c(Cl)cccc2Cl)c2ccccc2C12NN=C(c1ccccc1)S2 (stereo unspecified)	5	10	0.0	-0.6
CCOC(=O)c1ccc(NCc2c(C)[nH]c(C(=O)OCC)c2C)cc1	-2	5	-0.1	2.3
CCc1cc(=O)oc2cc(OCC(=O)OC)c(Cl)cc12	2	4	0.0	0.6
c1ccc(Oc2ccc(-c3cnn4c(NCCCN5CCOCC5)ccnc34)cc2)cc1	16	42*	1.0	0.5
Cc1ccc(NC(=S)c2c(-c3ccc(F)cc3)c3c4n(c(COc5ccccc5)nn24)CCCC3)cc1	-3	11	-0.1	3.4
COc1ccccc1C(=O)Nc1cc(C(F)(F)F)ccc1Br	-3	-3	0.0	1.1
N#Cc1ccccc1CN1CCC(Oc2cccc(-c3cccnc3)c2)CC1	1	8	-0.2	5.2*
Cn1c(COc2ccccc2)nnc1SCc1nc2ccccc2[nH]1	-4	4	-0.4	0.6
Cc1cc(C(=O)OCC(=O)NC2CC2)ccc1[N+](=O)[O-]	-6	8	0.0	1.5
O=C(Nc1ccc(Cl)c(Cl)c1)N1CCCC1	-2	-17	0.7	1.7
CCOc1ccccc1C1C(C#N)=C(N)Oc2n[nH]c(-c3cccs3)c21 (stereo unspecified)	1	-2	-1.1	-0.6
O=c1c(NCc2ccc(F)cc2)c(-c2ccccc2)c1=O	-11	-6	-0.2	0.7

Reprinted at random: three compounds from above.
SMILES	MITF inh	TEAD-YAP block	FBW7 act	GPR151 ag
Cc1ccccc1C(=O)Nc1nc(-c2ccc(Cl)cc2)cs1	2	-24	-0.1	-0.2
CCNC(=S)NNC(=O)c1ccncc1	16&-6	2&-5	0.5&0.0	2.4&1.7
N#Cc1ccccc1CN1CCC(Oc2cccc(-c3cccnc3)c2)CC1	1	8	-0.2	5.2*

The listing continues:
SMILES	MITF inh	TEAD-YAP block	FBW7 act	GPR151 ag
Cc1ccc(S(=O)(=O)N(c2nc3c(s2)CCCC3)S(=O)(=O)c2ccc(C)cc2)cc1	8	-2	-0.1	-0.2
CCOC(=O)c1sc(NC(=O)CSc2nc(C)cc(C)n2)c(C(=O)OCC)c1C	9	-2	0.0	0.5
CCOC(=O)c1sc(NC(=O)C(CC)Oc2ccccc2)c(C(N)=O)c1C (stereo unspecified)	0	-13	0.1	1.4
CCCCN(CCCC)C(=O)c1ccc(OC)cc1	-9	1	-0.1	0.1
CC(=O)N(C)c1ccc(NC(=O)c2cccc(Br)c2)cc1	19	-59	-0.1	-2.9
O=c1c2ccccc2nc(SCc2cccc(F)c2)n1CC1COc2ccccc2O1 (stereo unspecified)	2	1	0.0	0.8
COc1cc(NS(=O)(=O)c2ccc(N/C=C\C(=O)c3cccs3)cc2)nc(OC)n1	11	-5	0.5	0.0
C/C=C\C(=O)Nc1cc(-c2ccco2)nn1-c1nc2c(c(=O)[nH]1)CCC2	13	-3	0.8	-0.3
CCOc1ccc(CNn2cnnc2)cc1	3	5	0.2	-0.1
COc1ccc(C2=NN(c3nc(-c4ccc(OC)c(F)c4)cs3)C(c3ccc(Cl)cc3Cl)C2)cc1F (stereo unspecified)	-5	-8	-0.2	-0.9

In the list so far, these contain an aryl methoxy group:
SMILES	MITF inh	TEAD-YAP block	FBW7 act	GPR151 ag
C=CCNC(=O)C(C)N(c1ccc(OC)cc1)S(C)(=O)=O (stereo unspecified)	14	6	0.0	-0.7
COc1ccccc1C(=O)Nc1cc(C(F)(F)F)ccc1Br	-3	-3	0.0	1.1
CCCCN(CCCC)C(=O)c1ccc(OC)cc1	-9	1	-0.1	0.1
COc1cc(NS(=O)(=O)c2ccc(N/C=C\C(=O)c3cccs3)cc2)nc(OC)n1	11	-5	0.5	0.0
COc1ccc(C2=NN(c3nc(-c4ccc(OC)c(F)c4)cs3)C(c3ccc(Cl)cc3Cl)C2)cc1F (stereo unspecified)	-5	-8	-0.2	-0.9

Next section:
SMILES	MITF inh	TEAD-YAP block	FBW7 act	GPR151 ag
CSCC(=O)N1CCCC(C(=O)Nc2cccc(-n3cnnn3)c2)C1 (stereo unspecified)	0	-7	0.0	-0.3
O=C(Nc1ccc(F)cc1)Nc1nnc(SCc2ccccc2)s1	9	7	-0.1	5.0*
COc1ccc(C2CC(C(F)(F)F)n3ncc(C(=O)NCc4cccnc4)c3N2)cc1OC (stereo unspecified)	10	-2	0.3	1.2
CCCCN(CC)C(=O)c1cccc(C)c1[N+](=O)[O-]	-9	-3	-0.2	0.3
CC(C)(C)C(=O)C1C(c2ccc(C(F)(F)F)cc2)C(C#N)(C#N)C2C=Cc3ccccc3N12 (stereo unspecified)	-3	8	0.0	1.7
Cc1ccc(NC(=O)c2cc3c(n(-c4ccc(C)cc4)c2=O)CCCC3=O)cc1	0	-17	0.2	-0.9
COc1ccc(CCNC(=O)CC2Nc3cc(C)c(C)cc3NC2=O)cc1OC (stereo unspecified)	12	1	0.0	-0.1
N#Cc1cc2nc3c(nc2cc1C#N)-c1cccc2cccc-3c12	-7	1	0.0	0.4
CN(CC1Cc2ccccc2O1)C(=O)CCC1(Cc2ccc3c(c2)OCO3)CCC(=O)N1 (stereo unspecified)	7	4	0.2	-0.6
COc1cccc2c1N(C(=O)c1ccc(Br)cc1)C(C)(C)c1ssc(=S)c1-2	2	-5	-0.1	-0.5

For reference, 2 of the compounds above.
SMILES	MITF inh	TEAD-YAP block	FBW7 act	GPR151 ag
COc1ccc(C2CC(C(F)(F)F)n3ncc(C(=O)NCc4cccnc4)c3N2)cc1OC (stereo unspecified)	10	-2	0.3	1.2
CCCCN(CC)C(=O)c1cccc(C)c1[N+](=O)[O-]	-9	-3	-0.2	0.3

Carrying on.
SMILES	MITF inh	TEAD-YAP block	FBW7 act	GPR151 ag
CC(=O)c1ccc(OC(=O)c2sc3ncn(Cc4cccc(F)c4)c(=O)c3c2C)cc1	-4	0	-0.2	1.3
CS(=O)(=O)N1CCc2cc(-c3csc(NC(=O)Cc4cccs4)n3)ccc21	-11	29	-0.1	0.3
Cc1ccc(NC(=O)CCn2nc(C)c(C)c2C)c(C)c1	-1	1	0.0	-0.6
COc1ccc(-c2nc(-c3cccs3)c(-c3cccs3)[nH]2)cc1	-2	17	0.0	0.3
CC1CN(C(=O)CCC(=O)N2CCOCC2)c2ccccc2S1 (stereo unspecified)	12	-4	0.8	-1.5
CCN1C(=O)Cc2cc(NC(=O)C3CCCO3)ccc21 (stereo unspecified)	5	7	0.0	2.2
Cc1ccc(OCC(=O)N/N=C/c2cc(O)ccc2O)cc1	10	-23	0.1	-0.9
Cc1cccc(NC(=O)CNC(=O)COC(=O)c2c(C)nn(Cc3ccccc3)c2C)c1C	-3	-14	-0.1	-0.1
Cc1cccc(C)c1-n1c(=S)sc2c(=O)n(CCc3ccccc3)c(SCCN3CCOCC3)nc21	5	0	-0.2	0.6
FC(F)(F)c1ccc2c(c1)N1CCCC1CN2 (stereo unspecified)	6	4	-0.1	-2.1
Cc1cccc(N2CCN(CC(O)Cn3nnnc3-c3ccccc3)CC2)c1C (stereo unspecified)	-6	4	0.0	0.2
O=c1c2cnn(-c3ccc(F)cc3)c2ncn1C/C=C/c1ccccc1	13	0	-0.2	0.8
CCOC(=O)C(CC)Oc1ccc2c(=O)c(-c3ccc(OC)c(OC)c3)c(C(F)(F)F)oc2c1 (stereo unspecified)	8	0	0.2	0.5
Cc1nc2ccccn2c1-c1csc(Nc2ccc(N)cc2)n1	6	54*	-0.5	0.2
CC(C)NC(=O)c1cc2n(n1)C(C(F)(F)F)CC(c1ccc(Cl)c(Cl)c1)N2 (stereo unspecified)	8	1	0.1	0.3
O=C(CCc1nnc(CCCCc2ccccc2)o1)NCc1nc2c(s1)CCCC2	6	7	0.1	-0.4
Nc1c(C(=O)Nc2cccc(Cl)c2)sc(=S)n1CCc1ccccc1	12	1	-0.2	1.0
Cc1nc(N2CCN(C)CC2)c2c(C)c(C(=O)NCc3ccc(F)cc3)sc2n1	-5	-12	-0.1	-0.4
COC(=O)C1=C(C(=O)OC)SC(=C2C(=S)C(C)(C)Nc3ccc(OC(=O)c4ccccc4)cc32)S1	16	7	0.2	-1.2
O=C(CSCc1ccc(Cl)cc1Cl)Nc1ccc(Cl)cc1C(=O)O	9	12	0.0	2.2
Cc1onc(-c2ccccc2)c1C(=O)Nc1ccc(F)cc1F	9	8	0.9	0.1
C#CCNc1c(C(C)=O)nnn1-c1ccc(OC)cc1	-4	-48	-0.1	0.3
COc1ccc(NC(=O)C23CC4CC(C2)CC(C(=O)Nc2ccc(OC)cc2)(C4)C3)cc1	9	1	1.1	-0.4
O=C(CSc1nc2ccc([N+](=O)[O-])cc2[nH]1)Nc1ccc(OC(F)(F)F)cc1	15	31	0.0	1.1
CC(C)c1ccc(N(C)S(=O)(=O)c2ccc3[nH]cc(C(=O)O)c(=O)c3c2)cc1	5	-1	0.1	2.5
CC(C)(C)C1=NNC(=O)c2cc3sccc3n2C1	20	15	0.5	0.0
O=C(C1CC1)N1CCc2cc(S(=O)(=O)N3CCN(C4CCCCC4)CC3)ccc21	7	4	-0.4	-0.1
CCCc1cc(Nc2ccccc2OC)n2ncnc2n1	0	-7	0.2	1.3
COc1cc(/C=N/Nc2ccccc2)ccc1O	13	6	1.1	0.7
COc1ccc(OC)c(NC(=O)CSc2nc3ccccc3c(=O)n2CC2COc3ccccc3O2)c1 (stereo unspecified)	0	0	0.0	-0.5
O=C(Nc1nccs1)c1cccc2ccccc12	11	-24	0.1	-0.6
CC(=O)N(c1ccc(N(C(C)=O)S(=O)(=O)c2ccc(C)cc2)cc1)S(=O)(=O)c1ccc(C)cc1	-9	1	0.6	-0.1
CCC(C)(C)NC(=O)c1ccc2c(c1)N(CC#N)C(=O)C(C)(C)O2	-10	3	-0.2	0.8
COC(=O)c1c(C)oc2c1cc(NS(=O)(=O)c1ccc(Cl)c([N+](=O)[O-])c1)c1ccccc12	-1	9	-0.1	0.0
CN(Cc1ccccc1)C(=O)C1CCCN(S(=O)(=O)c2cnc[nH]2)C1 (stereo unspecified)	6	-5	0.7	0.4
COc1cc(NC(C)=O)ccc1NC(=O)Cc1ccccc1	7	10	-0.1	2.6
C=CCn1c(C)cc(C(=O)COC(=O)c2cccc(I)c2)c1C	4	-7	0.1	0.3
O=C(CN1CCN(c2ccccc2Cl)CC1)N1CCc2ccccc21	9	-5	-0.1	2.1
O=C(CCC1(Cc2ccco2)CCC(=O)N1)NCc1csc(Cc2ccccc2)n1 (stereo unspecified)	-5	6	0.2	-0.3
O=CN1CCc2c([nH]c3cc(F)ccc23)C12CCN(CCc1cccs1)CC2	-6	-12	-0.2	2.6
COc1cc2nc(-c3ccc(C(N)=O)cc3)nc(NC3CC3)c2cc1OC	-11	3	-0.1	2.6
O=C(Cn1cnc2ccccc21)N/N=C/c1ccc(O)c(O)c1	-9	-14	-0.3	-0.8
O=c1c2ccccc2nc(SCc2ccccc2F)n1C1CCCCC1	9	4	-0.1	0.2
CCC(=O)N1CCc2cc(S(=O)(=O)NC(CC(C)C)C(=O)N3CCC(C)CC3)ccc21 (stereo unspecified)	22	8	0.1	-0.2
Cc1ccc(NC(=O)CC2(CC(=O)O)CCCC2)c(C)c1	-12	-4	0.1	-1.0
Cc1ccc(-c2csc(C(C#N)=C3CCCCC3)n2)cc1	2	-62	-0.1	5.4*
Cc1ccc(-n2c(=S)sc3c(=O)n(-c4ccc(F)cc4)c(=S)[nH]c32)cc1C	14	0	0.0	-1.1
CCOC(=O)c1sc(NC(=O)COC)c(C#N)c1C	2	12	0.9	-0.3
O=C(O)C1CSC(c2cccc(I)c2)N1 (stereo unspecified)	10	8	0.2	1.9
CC1(C)CC(=O)C(N=Nc2cc3c(cc2[N+](=O)[O-])OCO3)=C(O)C1	18	9	-0.1	0.5
(listing goes on)
SMILES	MITF inh	TEAD-YAP block	FBW7 act	GPR151 ag
CCCCN(C(=O)COC(=O)C1(c2ccccc2)CC1)c1c(N)n(CCC)c(=O)[nH]c1=O	12	0	0.9	1.3
CCOc1ccc(CN2CCNC(=O)C2CC(=O)NCc2cc(C)n(C)n2)cc1 (stereo unspecified)	6	5	0.0	0.5
CCCCCCCc1ccc(/C(C)=C/C(=O)O)cc1	-3	-17	0.0	-2.6
CCCNc1nc(Nc2ccccc2)nc2c1ncn2C(C)C	-1	14	0.0	1.9
CN1CCN(NC(=S)Nc2cccc(Cl)c2)CC1	1	2	-0.2	0.0
Cn1ncc2c(Nc3ccc(Oc4ccccc4)cc3)ncnc21	-10	-46	0.9	2.3
